From PubChem
Efflux pump mplx: inhibitors of Candida efflux pumps in yeast, primary screen, S. cerevisiae, Nile Red, multiplex; S. cerevisiae Candida pump triplex; inhibition, % at 10 µM; 0.44% of 330,000 active; AID 485275, 2010;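 active means plate passing quality check with inhibition over a set limit, or well fluorescence over plate mean plus 4 SD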;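 further: Nile Red retained in pooled yeast measured as flow cytometry median fluorescence; 0% = buffer negative control and 100% = Enniatin B positive control; higher means more Nile Red kept so more efflux inhibition; some compounds called inactive have numbers as strong as hits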
CR mimetic SO: reduction of superoxide in aged yeast, primary screen, HTS | S. cerevisiae aged cells, superoxide DHE fluorescence; hits give low values | superoxide response (% of plate mean), % at 10 µM | 0.18% of 330,000 active;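 active means superoxide response under a set limit, about three screen SD below normal, cut at about 65% in these data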;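 further: yeast aged for seven days with compound at 30 °C before DHE staining; 100% = average MFI of all compound-treated wells on the plate with controls excluded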
Bcl-xL primary: inhibitors of human Bcl-xL, primary screen, biochemical, fluorescence polarization, HTS | Bcl-2-like protein 1 (Homo sapiens), Q07817 | 0.7% of 320,000 active | GST-Bcl-xL / FITC-Bim BH3 peptide fluorescence polarization | inhibition, % at 10.9 µM;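 active means inhibition above the mean of all tested compounds plus 3 SD, cutoff set per campaign, cut at about 30% in these data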;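 further: 0% = DMSO wells and 100% = unlabeled Bim-BH3 peptide competitor; inhibitors lower millipolarization by displacing the labeled peptide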
Target sequence (Q07817 whole entry, looked up): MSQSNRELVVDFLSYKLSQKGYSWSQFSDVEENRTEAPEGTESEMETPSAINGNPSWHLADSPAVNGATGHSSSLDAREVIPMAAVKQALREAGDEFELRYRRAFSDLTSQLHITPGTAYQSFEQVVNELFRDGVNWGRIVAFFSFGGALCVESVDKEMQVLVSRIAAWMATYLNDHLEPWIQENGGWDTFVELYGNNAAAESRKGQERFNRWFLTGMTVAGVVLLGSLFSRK
ZTA DNA inh: counter-screen for EBNA-1 inhibitors: inhibitors of Epstein-Barr virus ZTA; ZTA-DNA binding, fluorescence polarization; P03206; inhibition, % at 11 µM; 0.15% of 320,000 active; AID 2234; in the data active means inhibition above about 33%
Target sequence (P03206 whole entry, looked up): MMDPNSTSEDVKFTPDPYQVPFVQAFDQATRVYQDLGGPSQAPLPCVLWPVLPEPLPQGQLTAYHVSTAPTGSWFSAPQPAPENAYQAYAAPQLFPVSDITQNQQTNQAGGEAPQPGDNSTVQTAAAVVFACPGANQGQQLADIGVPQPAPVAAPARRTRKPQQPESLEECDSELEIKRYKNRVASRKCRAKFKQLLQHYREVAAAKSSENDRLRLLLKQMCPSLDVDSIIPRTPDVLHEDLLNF
GLD-1 TGE inh: GLD-1/TGE RNA complex disruptors, primary screen, biochemical, fluorescence polarization. AID 2280, 2010. 0.44% of 320,000 active. purified GLD-1 + fluorescein TGE RNA. inhibition, % at 5.96 µM. Female germline-specific tumor suppressor gld-1 (Caenorhabditis elegans), Q17339;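 active means percent inhibition above a per-plate cutoff, the plate mean of test compounds plus 3 SD, cut at about 30% in these data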;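 further: 0% = DMSO wells with GLD-1 and probe and 100% = wells lacking GLD-1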
MEX-5 binding: MEX-5 zinc finger RNA-binding disruptors – biochemical, C. elegans, fluorescence polarization, MLPCN library, primary screen. Zinc finger protein mex-5 (Caenorhabditis elegans), Q9XUB2. MEX-5/FITC-TCR2 RNA binding; hits give low values. activity score (negative = inhibition of binding), % at 10 µM. 0.38% of 300,000 active. AID 1832, 2009;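 active means inhibition past about -25% in most replicates, and total fluorescence under double the plate's negative control median, limit read from the data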;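 further: 0% = DMSO and -100% = 5 µM competing unlabeled TCR2 RNA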
Fam108B inh: mouse Fam108B serine hydrolase inhibitors, primary screen, counter-screen for RBBP9 inhibitor project, biochemical, fluorescence polarization | recombinant Fam108B, FP-Rh probe fluorescence polarization | inhibition, % at 9.51 µM | 0.33% of 300,000 active;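 active means inhibition above the screen mean inhibition plus 3 SD, computed separately per campaign, cut at about 18% in these data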;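 further: inhibitors lower polarization as less probe binds the enzyme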
EBNA-1 inhibitor: EBNA-1 DNA-binding inhibitors, primary screen, biochemical, fluorescence polarization. inhibition, % at 14.8 µM. 0.34% of 300,000 active. AID 1950, 2009; in the data active means inhibition above about 28%
MCL1 BIM primary: inhibitors of MCL1 binding to BIM-BH3, primary screen, biochemical, fluorescence polarization | inhibition, % at 10.9 µM | AID 2057, 2009 | GST-MCL1 / FITC-Bim-BH3 fluorescence polarization | 0.68% of 320,000 active;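 active means inhibition above the mean inhibition of all tested compounds plus 3 SD, set per campaign, cut at about 40% in these data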;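 further: 0% = DMSO wells and 100% = unlabeled Bim-BH3 peptide control; higher means more loss of mP so more displacement of Bim peptide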
Target sequence (Q07820 whole entry, looked up): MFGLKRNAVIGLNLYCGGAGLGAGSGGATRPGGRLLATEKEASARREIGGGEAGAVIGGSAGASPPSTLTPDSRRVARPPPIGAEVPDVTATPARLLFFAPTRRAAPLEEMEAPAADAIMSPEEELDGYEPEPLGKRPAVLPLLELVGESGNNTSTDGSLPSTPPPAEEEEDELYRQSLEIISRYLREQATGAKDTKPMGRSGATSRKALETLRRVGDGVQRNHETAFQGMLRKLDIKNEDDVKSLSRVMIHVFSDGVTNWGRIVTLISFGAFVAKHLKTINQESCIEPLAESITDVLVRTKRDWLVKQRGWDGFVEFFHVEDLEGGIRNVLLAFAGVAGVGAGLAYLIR
Starred values were filed as active, the others as inactive; · = no result given.

SMILES	Efflux pump mplx	CR mimetic SO	Bcl-xL primary	ZTA DNA inh	GLD-1 TGE inh	MEX-5 binding	Fam108B inh	EBNA-1 inhibitor	MCL1 BIM primary
Cc1cccc(OCc2nnc(SCC(=O)N3CCN(C(=O)c4ccco4)CC3)n2C)c1C	0.0	83.2	-5.1	-10.3	3.9	1.7	2.8	4.6	-5.0
Cc1ccccc1-n1nnnc1SCC(=O)NCC1(N2CCOCC2)CCCCC1	0.3	90.9	4.2	-2.4	2.7	·	·	·	5.0
O=C(CN1C(=O)NC2(CCOc3ccccc32)C1=O)c1ccc(F)cc1 (configuration not stated)	0.0	83.3	-8.6	-3.6	-11.4	-3.0	-2.9	1.8	-110.2
Nc1nc(-c2cccnc2)nc2sc3c(c12)CCCC3	0.1	106.6	-2.7	-2.5	9.5	-1.0	-1.6	-2.1	-6.5
CC(C)(C)NC(=O)C(c1ccco1)N(Cc1ccc2c(c1)OCO2)C(=O)Cn1nnc2ccccc21 (configuration not stated)	0.0	96.6	10.8	2.5	0.7	-1.4	-1.7	7.0	3.9
Cc1noc(C)c1COC(=O)c1ccc(F)c(S(=O)(=O)N2CCOCC2)c1	0.0	164.7	1.9	-1.3	3.2	·	·	·	-1.4
CCOC(=O)N1CCN(C(=O)CNC(=O)c2nn(-c3ccc(OC)c(OC)c3)c(=O)c3ccccc23)CC1	0.0	95.9	-0.9	-3.4	-1.6	-0.4	0.0	-6.5	1.9
O=C(CN1CCN(Cc2ccccc2)CC1)N1CCCc2ccccc21	0.0	116.2	0.2	1.8	-1.0	1.5	3.0	3.9	-3.1
N#Cc1ccc(COC(=O)C2CCC(=O)N2)cc1 (configuration not stated)	0.3	101.7	16.9	7.6	6.3	0.6	2.2	-2.3	20.3
Cc1ccc(S(=O)(=O)N(C)c2ccc(OCC(=O)NCC3(N(C)C)CCCCC3)cc2)cc1	0.0	93.5	4.1	-0.4	-7.9	-0.2	1.5	4.2	6.6
O=S(=O)(NC1CCCC1)c1cccc(-c2nnc(-c3ccccc3)o2)c1	-0.1	94.8	-3.1	-12.1	2.6	-1.3	-3.9	4.7	-7.1
O=C(Nc1ccon1)c1ccccc1F	0.0	89.7	5.5	-9.5	5.5	-0.6	-1.1	-10.2	-1.1
COc1ccc(NC(=O)C2=C(C)Nc3ncnn3C2c2ccccc2C(F)(F)F)c(OC)c1 (configuration not stated)	0.1	100.7	2.0	-1.0	5.1	·	-2.9	12.6	3.8
CCn1cnc2cc(NCc3nc4ccccc4n3Cc3ccccc3)ccc21	-0.1	74.8	4.4	17.2	3.5	-2.2	0.6	-8.3	7.7
CCOC(=O)c1cc(C(=O)NC(C)c2ccccc2)c(=O)[nH]c1C (configuration not stated)	-0.1	100.3	-0.5	2.1	-7.1	1.4	4.4	-2.7	7.5
COc1ccc(S(=O)(=O)N2CCCC(C(=O)NC3CCCC3)C2)cc1OC (configuration not stated)	-0.1	86.2	6.2	-6.7	5.6	0.2	-1.2	-5.5	10.7
COc1cccc(-c2nnc(SCC(=O)NCc3ccc4c(c3)OCO4)n2Cc2ccco2)c1	0.7	119.5	-14.1	-12.1	-5.5	-0.7	-5.6	-11.7	-14.0
Cc1cccc(C)c1-n1cccc1/C=C1/C(=N)N2C(=NC1=O)SN=C2S(C)(=O)=O	-0.1	154.2	15.3	16.0	8.3	-1.4	-5.7	9.0	15.0
COC(=O)C1(C)NC(c2cccs2)C2C(=O)N(c3ccc(F)cc3)C(=O)C21 (configuration not stated)	0.0	126.9	9.3	-15.2	0.1	0.0	3.8	-6.3	1.1
CCOC(=O)c1cccc(OC(=O)CCNC(=O)c2ccc(Cl)cc2)c1	0.3	97.8	-5.2	3.2	4.1	·	·	·	-6.9

Next section, overlapping the part above by two compounds.
SMILES	Efflux pump mplx	CR mimetic SO	Bcl-xL primary	ZTA DNA inh	GLD-1 TGE inh	MEX-5 binding	Fam108B inh	EBNA-1 inhibitor	MCL1 BIM primary
COC(=O)C1(C)NC(c2cccs2)C2C(=O)N(c3ccc(F)cc3)C(=O)C21 (configuration not stated)	0.0	126.9	9.3	-15.2	0.1	0.0	3.8	-6.3	1.1
CCOC(=O)c1cccc(OC(=O)CCNC(=O)c2ccc(Cl)cc2)c1	0.3	97.8	-5.2	3.2	4.1	·	·	·	-6.9
Cc1ccc(SCCNC(=O)c2ccc(C)c(S(=O)(=O)Nc3ccccc3C)c2)cc1	0.3	77.5	2.0	6.7	5.7	0.7	-18.8	-7.6	15.1
Cc1ccc(NC(=O)c2cc(S(=O)(=O)N3CCCCC3)c[nH]2)cc1F	-0.2	110.6	1.6	-15.7	8.1	-3.4	-12.6	2.5	-3.9
CCc1nc(N2CCN(C(=O)CCl)CC2)c2c3c(sc2n1)CC(C)CC3 (configuration not stated)	0.0	93.5	1.5	-17.1	10.8	-2.6	-2.0	-4.6	2.4
CCC1c2ccc(C)n2CCN1C(=O)Nc1ccccc1OC (configuration not stated)	0.3	107.1	49.8*	-2.1	49.9*	-6.1	4.2	-11.8	49.7*
Cc1cc(C)cc(NC(=O)[C@H](Cc2c[nH]c3ccccc23)NC(=O)[C@@H]2Cc3ccccc3CN2)c1	0.1	95.8	2.8	-3.9	2.9	-3.9	-0.3	-1.6	1.1
CC1(C)NC(=O)N(CC(O)COc2ccc(N3C(=O)c4ccccc4C3=O)cc2)C1=O (configuration not stated)	0.0	92.1	27.9	8.1	3.6	0.6	0.7	-5.8	3.3
Cc1nc(N2CCCCC2)c2c(C)c(C(=O)Nc3cccc(C(F)(F)F)c3)sc2n1	0.2	107.2	1.8	3.8	9.4	-0.4	-26.3	2.6	-0.3
COC(=O)C1=C(C)NC(C)=C(C(=O)OC)C1C(=O)OCC(=O)Nc1ccc(C(C)=O)cc1	0.0	109.4	0.4	11.9	-1.5	1.0	-3.8	-0.4	-2.6
COc1cccc(/C=N/NC(=O)CSc2ccccc2C)c1O	0.8	88.8	3.8	2.6	-2.8	1.3	2.6	-1.7	17.4
O=C(COC(=O)c1ccco1)NCc1cccs1	0.0	96.9	3.8	2.6	-3.5	-0.4	-5.1	8.3	2.4
Cc1ccc(NC(=O)CSCC(=O)Nc2nnc(C)s2)cc1	0.0	95.0	0.0	13.8	-1.0	-5.2	-1.6	6.2	3.2
CCn1nc(NS(=O)(=O)c2ccccc2[N+](=O)[O-])c2cc3ccc(C)cc3nc21	0.1	103.3	7.4	0.2	0.9	-2.6	2.9	-4.6	7.9
Cc1ccc(Cn2c(=N)n(CC(O)COc3ccccc3)c3ccccc32)cc1 (configuration not stated)	0.2	106.5	5.1	14.5	-1.4	0.1	-1.3	-11.2	2.0
O=C(Nc1ccc2c(c1)OCO2)c1ccc(Cl)s1	0.0	88.7	1.1	-4.4	-2.9	-1.1	7.7	5.1	-1.4
Cn1c(-c2ccccc2)c(/C=N/NC(=O)c2cccnc2)c2ccccc21	0.0	90.6	1.7	0.3	2.0	-1.1	7.2	-3.8	1.9
O=C(Nc1ccc2oc(=O)ccc2c1)c1cc([N+](=O)[O-])ccc1N1CCOCC1	-0.2	97.2	7.3	-2.1	7.8	1.5	0.4	0.2	5.3
CC(C)OCCCNC(=O)C(Cc1ccccc1)NS(=O)(=O)c1ccc2c(c1)CCC(=O)N2 (configuration not stated)	0.0	89.7	1.7	2.5	-0.5	-0.1	0.9	-3.4	5.3
O=C(/C=C/c1ccc(F)cc1)NCCNC(=O)/C=C/c1ccc(F)cc1	0.1	116.5	-0.8	3.8	-4.5	3.6	3.1	7.8	5.2
CCn1cc(C(=O)O)c(=O)c2cc(F)c(N3CCN(C(=O)Nc4ccccc4)CC3)cc21	-0.1	103.2	7.6	-1.8	10.8	1.2	1.0	12.0	13.7
Cc1ccc(S(=O)(=O)N2CCN(C(=O)COC(=O)/C=C/c3ccc(F)cc3)CC2)c(C)c1	0.0	99.1	4.0	4.8	1.0	-1.8	-0.2	4.5	3.9
CC1CCCN(CCCNC(=O)CCn2nc(-c3ccccc3)ccc2=O)C1 (configuration not stated)	0.6	97.2	4.7	-11.8	0.3	0.6	-3.1	-3.0	-0.3
NCC(=O)Nc1ccc(Br)cc1	0.0	90.6	1.6	9.0	-4.1	2.2	-0.8	-7.2	4.0
COc1ccccc1C(=O)Nc1ccc(N2CCN(S(C)(=O)=O)CC2)cc1	0.0	88.2	4.5	14.5	1.1	2.0	-0.5	-6.2	2.9
Cc1c(NC(=O)C(C)OC(=O)/C=C/c2ccc(OC(F)F)cc2)c(=O)n(-c2ccccc2)n1C (configuration not stated)	0.0	92.7	-2.3	-2.6	5.0	3.4	-1.6	-1.4	-6.6
Cc1nn(CCCC(=O)NCc2ccc(Cl)cc2)c(C)c1[N+](=O)[O-]	-0.1	99.3	-3.8	-8.0	-1.4	1.1	0.6	0.7	-2.8
CC(=O)c1sc(NCc2ccccc2)nc1C	0.2	102.9	2.7	-20.5	4.0	1.9	-1.4	-6.8	4.6
Cn1c(SCC(=O)Nc2ccc3c(c2)n(C)c(=O)n3C)nnc1-c1ccncc1	0.1	98.5	3.1	-4.3	10.6	0.9	1.4	-15.1	8.7

7 entries from above, reformatted:
Values run as follows: Efflux pump mplx | CR mimetic SO | Bcl-xL primary | ZTA DNA inh | GLD-1 TGE inh | MEX-5 binding | Fam108B inh | EBNA-1 inhibitor | MCL1 BIM primary
- CC1CCCN(CCCNC(=O)CCn2nc(-c3ccccc3)ccc2=O)C1 (configuration not stated)
  0.6 | 97.2 | 4.7 | -11.8 | 0.3 | 0.6 | -3.1 | -3.0 | -0.3
- NCC(=O)Nc1ccc(Br)cc1
  0.0 | 90.6 | 1.6 | 9.0 | -4.1 | 2.2 | -0.8 | -7.2 | 4.0
- COc1ccccc1C(=O)Nc1ccc(N2CCN(S(C)(=O)=O)CC2)cc1
  0.0 | 88.2 | 4.5 | 14.5 | 1.1 | 2.0 | -0.5 | -6.2 | 2.9
- Cc1c(NC(=O)C(C)OC(=O)/C=C/c2ccc(OC(F)F)cc2)c(=O)n(-c2ccccc2)n1C (configuration not stated)
  0.0 | 92.7 | -2.3 | -2.6 | 5.0 | 3.4 | -1.6 | -1.4 | -6.6
- Cc1nn(CCCC(=O)NCc2ccc(Cl)cc2)c(C)c1[N+](=O)[O-]
  -0.1 | 99.3 | -3.8 | -8.0 | -1.4 | 1.1 | 0.6 | 0.7 | -2.8
- CC(=O)c1sc(NCc2ccccc2)nc1C
  0.2 | 102.9 | 2.7 | -20.5 | 4.0 | 1.9 | -1.4 | -6.8 | 4.6
- Cn1c(SCC(=O)Nc2ccc3c(c2)n(C)c(=O)n3C)nnc1-c1ccncc1
  0.1 | 98.5 | 3.1 | -4.3 | 10.6 | 0.9 | 1.4 | -15.1 | 8.7
